From PubChem
Rpn11 block = Rpn11 (human) deubiquitinase inhibition | 0.59% of 360,000 active | calls only at 20 µM | O00487 | human 26S proteasome, Ub4-pepOG fluorescence polarization; 20S core pre-blocked with epoxomicin | AID 588493;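 active means inhibition at 20 µM, scaled to each plate's controls, above about 33%, limit read from the data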
Target sequence (O00487 whole entry, looked up): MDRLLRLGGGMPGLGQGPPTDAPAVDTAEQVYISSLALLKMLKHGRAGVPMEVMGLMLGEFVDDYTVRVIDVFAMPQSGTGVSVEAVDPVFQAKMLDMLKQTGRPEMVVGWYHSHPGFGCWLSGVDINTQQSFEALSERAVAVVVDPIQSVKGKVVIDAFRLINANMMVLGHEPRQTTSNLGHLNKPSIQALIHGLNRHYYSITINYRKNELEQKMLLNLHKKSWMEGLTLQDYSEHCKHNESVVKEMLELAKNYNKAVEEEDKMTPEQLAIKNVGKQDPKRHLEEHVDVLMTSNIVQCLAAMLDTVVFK
TbMetRS inhib = blocks T. brucei methionyl-tRNA synthetase activity. purified T. brucei MetRS, ATP depletion, Kinase-Glo luminescence. inhibition, % at 11.9 µM. 0.4% of 360,000 active. AID 624268;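 active means inhibition above a per-plate cutoff of the control wells' mean inhibition plus 3 SD, cut at about 5.5% in these data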;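 further: 0% = DMSO wells median and 100% = median of wells with control inhibitor compound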
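Test system: purified T. brucei MetRS enzyme. Also added: ATP, methionine and E. coli bulk tRNA substrates. Compound: 11.9 µM single point. Schedule: 15 min enzyme-compound preincubation, 2 h reaction, 10 min detection, 25 °C. Signal: luciferase luminescence of residual ATP, Kinase-Glo. Evaluation: percent inhibition versus plate control medians. Controls: DMSO wells, low control.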
SUMO1-SIM PPI = alters human SUMO1 binding to SIM partners | 0.33% of 360,000 active | P63165 | SUMO1 binding to a labelled peptide, TR-FRET, 1 h | inhibition, % at 20 µM; in the data active means inhibition above about 37%
Target sequence (P63165 whole entry, looked up): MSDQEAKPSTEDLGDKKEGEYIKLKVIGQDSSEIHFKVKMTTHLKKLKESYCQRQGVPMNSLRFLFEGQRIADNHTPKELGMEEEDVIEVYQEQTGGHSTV
Scp1 inh = Scp-1 (human) phosphatase inhibition; AID 493091; inhibition, % at 20 µM; 0.88% of 340,000 active; Recombinant Scp1, phosphopeptide, malachite green phosphate absorbance; Q9GZU7;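 active means inhibition above about 50% at 20 µM, limit read from the data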;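 further: plate controls were DMSO wells with enzyme for no effect and wells lacking enzyme for full effect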
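assay system = SCP-1 phosphatase catalytic domain, residues 76-261 | buffer or medium = 50 mM Tris acetate pH 5.5, 0.005% Tween-20, 10 mM MgCl2 | incubation = enzyme reaction 45 min at room temperature, colour 5 min, stabilisation 30 min | signal = Phosphate-binding colour reagent, absorbance read at 630 nm | measure = % inhibition at 20 µM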
MsrA inhibitor = bovine MsrA inhibition; purified bovine MsrA, absorbance read-out; AID 651718; 0.75% of 360,000 active; inhibition, % at 15.5 µM; in the data active means inhibition above about 4.5%;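 further: 0% = vehicle wells with enzyme and 100% = reference inhibitor wells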
NadD block = NadD (S. aureus) enzyme inhibition; purified NadD enzyme, colorimetric absorbance read-out; inhibition, % at 20 µM; 0.78% of 360,000 active; in the data active means inhibition above about 26%; further: some compounds past the cut are filed as inactive
STEP inh = inhibitors of human striatal-enriched phosphatase STEP | P54829 | recombinant STEP, OMFP fluorogenic substrate, fluorescence | inhibition, % at 20 µM | 0.25% of 360,000 active | AID 588621;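 active means inhibition at 20 µM, scaled per plate between control wells, above about 37%, limit read from the data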;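 further: 0% = DMSO with enzyme and substrate and 100% = substrate only without enzyme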
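Assay system: isolated STEP enzyme / Timing: 20 min at room temperature, dark / Doses: 20 µM, 1% DMSO / Technique: fluorescence intensity, excitation 480 nm, emission 540 nm / Reagent: fluorogenic phosphatase substrate OMFP at 25 µM final / Measure: percent inhibition scaled to no-enzyme and uninhibited-enzyme controls, plate-pattern corrected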
DNMT1 block = blocks human DNA methyltransferase DNMT1. P26358. 0.83% of 360,000 active. AID 588458. inhibition (reported as % activation of signal), % at 10 µM. DNMT1 molecular beacon, Hinp1I cleavage, fluorescence; in the data active means inhibition above about 50%
LMPTP inh = LMPTP (human) inhibition; inhibition, % at 20 µM; P24666; 0.22% of 360,000 active; recombinant LMPTP-A, OMFP fluorogenic substrate, fluorescence intensity; AID 651560;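 active means compounds that cut the enzyme signal by at least half of the control window in the single-dose screen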;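 further: plate controls were DMSO wells with enzyme plus substrate for no effect and substrate without enzyme for full effect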
Target sequence (P24666 whole entry, looked up): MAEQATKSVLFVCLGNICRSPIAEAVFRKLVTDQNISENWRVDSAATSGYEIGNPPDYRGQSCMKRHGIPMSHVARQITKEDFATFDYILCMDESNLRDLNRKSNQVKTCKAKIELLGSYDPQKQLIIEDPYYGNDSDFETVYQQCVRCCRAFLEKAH
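Material: LMPTP-A; amount: 0.625 nM enzyme; doses: single 20 µM dose; times: reaction 50 min, room temperature, dark; technique: fluorescence intensity of OMFP turnover product; benchmarks: no-enzyme and uninhibited controls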
CSN inh = CSN deneddylation inhibition; Q92905; Purified CSN, SCF-Nedd8-OG deneddylation, fluorescence polarization; inhibition, % at 12.5 µM; 0.38% of 360,000 active; AID 651999;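 active means pattern-corrected inhibition above about 35%, with an unprinted fluorescence ratio check between 0.5 and 1.5, limit read from the data, passing the limit was not always enough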;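 further: 0% = enzyme with substrate and 100% = substrate without enzyme; some results filed as inactive read as strong as hits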
Target sequence (Q92905 whole entry, looked up, one chain of several): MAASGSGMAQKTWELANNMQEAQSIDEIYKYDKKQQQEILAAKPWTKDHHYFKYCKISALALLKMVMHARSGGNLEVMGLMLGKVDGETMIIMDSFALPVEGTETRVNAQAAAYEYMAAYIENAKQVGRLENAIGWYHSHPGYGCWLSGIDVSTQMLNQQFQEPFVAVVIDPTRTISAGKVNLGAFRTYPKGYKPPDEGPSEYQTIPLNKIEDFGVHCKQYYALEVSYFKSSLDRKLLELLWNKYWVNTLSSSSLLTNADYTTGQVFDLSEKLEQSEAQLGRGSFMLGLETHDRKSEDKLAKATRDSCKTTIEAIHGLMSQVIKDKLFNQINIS
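Assay system: purified human Csn5 enzyme expressed in HEK293T cells; Input: 0.24 nM Csn5 enzyme, final concentration; Reagent: 10 nM SCFSkp2-Nedd8OG; Compound dosing: 12.5 µM single point; Times: reaction 90 min, room temperature; Technique: fluorescence polarization readout.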
Numbers without * were called inactive; i = inactive; / = no result given.

SMILES | Rpn11 block | TbMetRS inhib | SUMO1-SIM PPI | Scp1 inh | MsrA inhibitor | NadD block | STEP inh | DNMT1 block | LMPTP inh | CSN inh
CCN1CCN(c2ccc([N+](=O)[O-])cc2C(=O)c2ccc(Cl)cc2)CC1 | i | -0.3 | -16 | -15 | 0.4 | -7 | 4 | -3 | -1.7 | -1
CCC(Sc1nnc(-c2ccco2)n1C)C(=O)Nc1nnc(C)s1 (configuration not stated) | i | 0.0 | -3 | -1 | 1.1 | 1 | 7 | 1 | -0.4 | 3
COc1ccc2c3c1O[C@H]1C[C@@H](O)C=C[C@@]31CCN(C)C2 | i | -1.6 | 18 | -9 | 0.3 | -4 | -2 | -1 | -1.6 | 0
O=C(CC1C(=O)NCCN1Cc1c(F)cccc1Cl)NC1CCCC1 (configuration not stated) | i | -0.2 | 3 | -3 | 0.2 | 1 | 4 | 1 | 1.1 | 3
CC(OC(=O)/C=C/c1ccc(Br)cc1)C(=O)N1CCOCC1 (configuration not stated) | i | -0.2 | -11 | -1 | -1.4 | -3 | -1 | -1 | -0.3 | 1
O=C(NCCc1ccc(C(F)(F)F)cc1)c1ccc2c(c1)OCO2 | i | -0.1 | -1 | -8 | -0.6 | -11 | 1 | 4 | -0.4 | -5
CCOC(=O)c1c(NC(=S)Nc2ccc(F)cc2)sc2c1CCC2 | i | 0.5 | -2 | -12 | -1.3 | 13 | 0 | -3 | 1.3 | 2
Cc1sc(NC(=O)CN2CCN(c3ccccn3)CC2)c(C#N)c1C | i | -1.6 | 4 | 4 | 0.4 | 3 | 4 | -9 | 2.1 | 0
NC(=O)/C(=C\c1cccnc1)NC(=O)c1ccccc1 | i | 0.3 | 1 | 4 | -1.3 | -4 | 2 | -4 | -0.6 | -5
O=C(CCNC(=O)c1ccc([N+](=O)[O-])cc1)Nc1cc(C(F)(F)F)ccc1N1CCOCC1 | i | -0.2 | -29 | / | 0.6 | -2 | -2 | -2 | -2.1 | 5
COc1ccccc1N(CC(=O)NCc1cccnc1)S(C)(=O)=O | i | -0.6 | 3 | 0 | -1.1 | 6 | 0 | 4 | -1.1 | -1
CN(Cc1nnc(SCC(=O)NCCc2ccccc2)n1C)S(=O)(=O)c1ccccc1 | i | -0.2 | 1 | 3 | -1.3 | -7 | 6 | 2 | 0.3 | -2
CC(C)c1cc(CNC(=O)c2cc(COc3cncc(Cl)c3)on2)on1 | i | -0.3 | -1 | -7 | 0.5 | 0 | -1 | 0 | -0.3 | 5
N#CCCSc1nc(N2CCOCC2)c2c(c1C#N)CCCC2 | i | -0.6 | -1 | -6 | 18* | -8 | 1 | -2 | 0.4 | 2
COc1ccc(C(=O)Nc2ccccc2C(=O)N2CCCCCC2)cc1 | i | 0.4 | 4 | 1 | 1.2 | -6 | -1 | 1 | -1.8 | -4
Cc1ccc(C(C)C)c(OCc2ccc(C(=O)N/N=C/c3ccc(C(=O)O)cc3)cc2)c1 | i | -0.6 | -3 | 38 | -0.1 | 30* | 27 | 22 | 24 | 9
COc1ccccc1Oc1ccc2c(c1)C(=O)N(c1cccc(O)c1)C2=O | i | -0.6 | -28 | -8 | 0.7 | -5 | 2 | -8 | 2.3 | -3
Cc1ccc(C)c(NC2=NC3(CCCCC3)N=C(N)N2)c1 | i | -0.9 | -1 | -2 | -0.2 | -3 | 4 | 1 | -1.4 | -1
Cc1ccc(CN=C2Nc3ccccc3CS2)cc1 | i | 19* | 0 | -7 | 0.2 | 1 | 0 | -2 | 1.5 | 3
CCOC(=O)c1c(C)n(C)c2cc([N+](=O)[O-])c(O)c([N+](=O)[O-])c12 | i | -0.5 | -34 | -8 | 0.7 | -1 | 3 | 10 | 0.7 | 0
COc1cc(-c2nc(CN(C)Cc3nnc(C)o3)c(C)o2)ccc1F | i | -0.9 | 1 | -9 | -0.4 | 0 | -5 | 0 | -2.1 | -2
Cc1cc(C(=O)OC(C)C(=O)Nc2nc(-c3ccccc3)cs2)c(C)o1 (configuration not stated) | i | 0.0 | -5 | -4 | 1.0 | -4 | 1 | -11 | 3.4 | -1
CC(=O)/C(N=Nc1cc2c(cc1[N+](=O)[O-])OCCO2)=C(\C)O | i | 0.8 | -14 | -7 | 1.1 | 0 | -5 | -5 | 4.0 | 1
CC(C)CCNC(=O)c1ccc(C2SCC(=O)N2Cc2ccco2)cc1 (configuration not stated) | i | -1.3 | 3 | -6 | -0.2 | -1 | 4 | 0 | -1.7 | -4
Cc1cc(NS(=O)(=O)c2ccc(NC(=O)C(F)(F)F)cc2)nc(C)n1 | i | -0.6 | 0 | 3 | -0.7 | 1 | -1 | 2 | -2.5 | -2
SMILES | Rpn11 block | TbMetRS inhib | SUMO1-SIM PPI | Scp1 inh | MsrA inhibitor | NadD block | STEP inh | DNMT1 block | LMPTP inh | CSN inh
COc1ccc(C(=O)Nc2ccc(S(=O)(=O)Nc3cnc4ccccc4n3)cc2)cc1 | i | 0.0 | 2 | -10 | 0.5 | -7 | -2 | -4 | 1.0 | 2
COc1ccc(-c2nnc(SCC(=O)N(C)C3CCS(=O)(=O)C3)n2C(C)C)cc1 (configuration not stated) | i | -0.2 | 0 | -4 | 1.1 | -1 | -3 | -1 | -1.3 | -1
COc1cc(CNc2ccc3[nH]c(=O)[nH]c3c2)ccc1OCc1ccccc1 | i | -0.5 | 4 | -6 | 0.4 | -1 | 2 | -17 | 1.6 | 2
COc1ccc([N+](=O)[O-])cc1N(CC(=O)NCC1CCCO1)S(C)(=O)=O (configuration not stated) | i | 1.1 | -6 | -10 | 0.1 | -1 | -2 | 1 | -2.7 | 3
O=C(NCC1CCN(Cc2ccccc2F)CC1)Nc1cc(F)ccc1F | i | -0.2 | 4 | -2 | 0.2 | -4 | -2 | -5 | 0.4 | -5
C#CCSC1=C(C#N)C(c2cccs2)C(C(=O)OCC)=C(C)N1 (configuration not stated) | i | 0.1 | 1 | -10 | 0.3 | 10 | -2 | -7 | 2.2 | 5
O=C(Nc1cnn(Cc2ccccc2)c1)c1nc2ncccn2n1 | i | -0.7 | 1 | 0 | 1.0 | 7 | -3 | -1 | -2.2 | 2
CC(OC(=O)Cc1ccc(Br)cc1)C(=O)NC1CCCCC1C (configuration not stated) | i | -0.2 | 6 | -9 | -0.9 | -3 | -1 | -4 | -0.4 | -3
Cc1ccc2c(c1)c1c3n2CCN=C3CCC1 | i | -0.5 | -6 | 0 | 2.6 | -1 | 2 | -11 | -2.0 | 4
CCc1noc(C)c1C(=O)Nc1nc(-c2ccc(Cl)cc2Cl)cs1 | i | 0.7 | -2 | -11 | -0.1 | -3 | 0 | -4 | 2.5 | 7
CC1(C)CC(NCc2cccc([N+](=O)[O-])c2)CC(C)(C)N1 | i | -0.9 | -19 | -12 | 0.6 | -1 | 1 | 0 | -0.3 | -4
COc1ccc(Br)cc1C(=O)N/N=C/c1ccc([N+](=O)[O-])cc1 | i | -0.4 | -1 | 99* | 0.9 | 0 | 21 | 15 | 43 | 5
CCCOP(=O)(c1ccc(N(C)C)cc1)C(O)c1ccc(Cl)cc1Cl (configuration not stated) | i | -1.3 | 0 | 1 | 0.9 | 0 | -1 | -4 | -0.7 | -5
CCOc1ccccc1NC(=O)C1CCCC1 | i | -1.1 | -2 | 5 | -0.1 | -3 | -1 | 1 | -2.7 | 0
CCOC(=O)c1nnn(CC(=O)Nc2cccc(OC)c2)c1C(=O)OCC | i | 1.3 | 2 | -5 | -1.1 | 0 | -2 | 1 | 0.5 | -5
CCOc1ccc(OCCC(=O)OCC(=O)NNC(=O)c2ccccc2)cc1 | i | -0.8 | 0 | 6 | -1.7 | -1 | 3 | 4 | 0.4 | 4
Cn1c(SCC(=O)NC(c2ccccc2)c2ccccc2)nnc1-c1cccs1 | i | 0.0 | 0 | -4 | -1.3 | 0 | -7 | 6 | 0.8 | -6
Cc1cn([C@H]2C[C@H](O)[C@@H](CCC(=O)NCc3ccc(N(C)C)cc3)O2)c(=O)[nH]c1=O | i | 1.2 | 1 | / | 0.4 | 1 | -3 | -4 | -2.9 | -3
CCCCNC(=O)C[C@@H]1C[C@@]2(C(=O)OC)CCCCC=C2N(CCC2=CCCCC2)C1=O | / | -0.7 | 5 | / | -0.1 | 1 | / | / | 0.2 | 0
COc1cc2c(cc1OC)CN(CCC(C)c1ccc(Cl)cc1)CC2 (configuration not stated) | i | -0.3 | -4 | 4 | 0.3 | -8 | 1 | -6 | -0.5 | 6
CCOC(=O)N1CCC(N2Cc3cccc(C(=O)NCc4ccccc4OC)c3C2=O)CC1 | i | -0.2 | 2 | 0 | -0.8 | 6 | 1 | -1 | 0.7 | 6

Whole records, looked up by structure:
COc1ccc(C(=O)Nc2ccc(S(=O)(=O)Nc3cnc4ccccc4n3)cc2)cc1 as listed: Rpn11 block: i; TbMetRS inhib: 0.0; SUMO1-SIM PPI: 2; Scp1 inh: -10; MsrA inhibitor: 0.5; NadD block: -7; STEP inh: -2; DNMT1 block: -4; LMPTP inh: 1.0; CSN inh: 2
COc1cc(CNc2ccc3[nH]c(=O)[nH]c3c2)ccc1OCc1ccccc1 as listed: Rpn11 block: i; TbMetRS inhib: -0.5; SUMO1-SIM PPI: 4; Scp1 inh: -6; MsrA inhibitor: 0.4; NadD block: -1; STEP inh: 2; DNMT1 block: -17; LMPTP inh: 1.6; CSN inh: 2
CC(OC(=O)Cc1ccc(Br)cc1)C(=O)NC1CCCCC1C (configuration not stated) as listed: Rpn11 block: i; TbMetRS inhib: -0.2; SUMO1-SIM PPI: 6; Scp1 inh: -9; MsrA inhibitor: -0.9; NadD block: -3; STEP inh: -1; DNMT1 block: -4; LMPTP inh: -0.4; CSN inh: -3

Shown with values ahead of the structure: part of the list above.
Rpn11 block,TbMetRS inhib,SUMO1-SIM PPI,Scp1 inh,MsrA inhibitor,NadD block,STEP inh,DNMT1 block,LMPTP inh,CSN inh,smiles
i,0.0,0,-4,-1.3,0,-7,6,0.8,-6,Cn1c(SCC(=O)NC(c2ccccc2)c2ccccc2)nnc1-c1cccs1
i,1.2,1,/,0.4,1,-3,-4,-2.9,-3,Cc1cn([C@H]2C[C@H](O)[C@@H](CCC(=O)NCc3ccc(N(C)C)cc3)O2)c(=O)[nH]c1=O
/,-0.7,5,/,-0.1,1,/,/,0.2,0,CCCCNC(=O)C[C@@H]1C[C@@]2(C(=O)OC)CCCCC=C2N(CCC2=CCCCC2)C1=O
